MBNL1 CUG block: MBNL1-poly(CUG) RNA binding inhibition; TR-FRET MBNL1-His/biotin-(CUG)12 binding, 665/545 ratio; Q9NR56; Potency, µM (doses to about 57.5 µM), for inactives: at the top dose activity change, negative = inhibition, hits mostly inhibitors; 280,000 tested, 0.036% active; active means well fitted inhibition curve with a large enough effect in the signal ratio, with a control signal flat, not every such curve was filed as active; inconclusive means small, poorly fitted or top-dose-only effect, or effect the other way, or a change in a side signal; inactive means no such curve, though single readings can be large or run the other way; the % refers to the signal ratio; further: on the % scale 0 is the no-effect control and ±100 the full control effect
Target sequence (Q9NR56 whole entry, looked up): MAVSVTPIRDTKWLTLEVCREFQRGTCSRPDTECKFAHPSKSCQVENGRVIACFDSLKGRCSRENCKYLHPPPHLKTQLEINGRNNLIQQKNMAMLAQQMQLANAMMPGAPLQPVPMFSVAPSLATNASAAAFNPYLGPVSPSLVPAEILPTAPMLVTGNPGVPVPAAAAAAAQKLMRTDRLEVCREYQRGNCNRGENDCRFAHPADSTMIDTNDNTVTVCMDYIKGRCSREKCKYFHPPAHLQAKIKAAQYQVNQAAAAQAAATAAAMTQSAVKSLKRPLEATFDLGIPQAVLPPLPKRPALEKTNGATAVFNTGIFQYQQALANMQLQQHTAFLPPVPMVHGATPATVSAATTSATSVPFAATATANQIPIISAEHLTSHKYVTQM
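TR-FRET readout: Ex 340 nm, 665/545 nm emission ratio, normalized to buffer-only (basal) and MBNL1-(CUG)12 controls. Complex of MBNL1-His with Biotin-(CUG)12, compounds 92 nM–58 uM, incubated 60 min at room temperature.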
p53 reactivation: mutant p53 re-activation in reporter cells; H1299 p53-A138V BP100-luciferase reporter, luminescence, 24 h; Potency, µM (highest dose often 92.2 µM), for inactives: at the top dose activity change, positive = activation, usual class: activators; 320,000 tested, 0.063% active; further: % of control where 0% means no effect; nearly all actives have a fitted effect of over 45% in size
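p53-null H1299 cells stably carrying temperature-sensitive p53-A138V and a BP100-luciferase reporter were pinned with compounds (4-point, 1:5 series) and held 24 hrs at 37 deg C. Luminescence was read 10 min after detection reagent.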
Gal4-VP16 FLuc: counter-screen for ROR gamma inhibitors: Gal4-VP16 reporter; 310,000 tested, 3.5% active; AID 2546; Drosophila S2 Gal4-VP16 UAS-luciferase, luminescence, 20 h; Potency, µM (titrated, usually from 53.6 µM), for the others: at the highest dose activity, negative = inhibition, usual class: inhibitors;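 further: Gal4-VP16 expression switched on by copper sulfate through the metallothionein promoter; on the % scale 0 is the no-effect control and ±100 the full control effect; nearly all actives have a fitted effect of over 50% in size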
ELG1 genotoxic: genotoxicity induction in ELG1-luciferase HEK293T cells | HEK293T ELG1-luciferase reporter, luminescence, 16 h | Potency, µM (titrated, usually from 46 µM), for inactives: at the highest dose activity change, positive = activation, usual class: activators | 330,000 tested, 1.3% active | AID 504466; further: % of control where 0% means no effect; nearly all actives have a fitted effect of over 60% in size
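Quantitative HTS format in 1536-well plates. HEK293T ELG1-luciferase reporter cells receive test compound and are incubated 16 hr at 37 °C, 5% CO2; ONE-Glo added, 30 min room temperature, then luminescence read.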
RORg inh: inhibitors of mouse ROR gamma transcriptional activity; P51450; Drosophila S2 Gal4-RORgamma UAS-luciferase reporter, 20 h; Potency, µM (series often up to 53.6 µM), inactives show top-dose activity change, negative = inhibition, hits mostly inhibitors; 310,000 tested, 5.4% active; AID 2551; further: on the % scale 0 is the no-effect control and ±100 the full control effect; nearly all actives have a fitted effect of over 60% in size
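A Gal4/UAS one-hybrid system in insect cells: metallothionein-promoter Gal4–ROR gamma fusion plus Photinus luciferase reporter. Copper sulfate 700 uM final, 20 hr ambient incubation, luminescent detection after 10 min with reagent.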
BRCA1 expr up: increases BRCA1 expression | AID 624202 | 380,000 tested, 1.1% active | MCF7-BRCA1-FFLuc reporter, luminescence, 48 h; response scale: scaled: vehicle 0%, 10 µM genistein 100% | Potency, µM (doses to about 46.1 µM), inactives show top-dose activation, most hits filed as activators; further: nearly all actives have a fitted effect of over 80% in size; some results filed as inactive show a strong effect at the top dose
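Activators of BRCA1 expression were detected as increased firefly luciferase luminescence in engineered MCF7 cells after 48 h compound incubation. Signals were scaled to genistein 10 microM as full activation.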
NPC1 prom act: NPC1 promoter activation; Huh7 NPC1 promoter luciferase reporter, 24 h; Potency, µM (top dose mostly 9.22 µM), for inactives: at the highest dose activation, usual class: activators; 320,000 tested, 2.4% active; AID 485313;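 further: % of control where 0% means no effect; nearly all actives have a fitted effect of over 60% in size; reporter is driven by a mutant NPC1 promoter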
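NPC1 promoter–luciferase Huh7 cells; 24 h compound; luminescence.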
MLL CXXC-DNA inh: blocks binding of human MLL CXXC domain to DNA; Q03164; MLL-CXXC / FITC-HOXA9 DNA fluorescence polarization; Potency, µM (highest dose often 115 µM), for inactives: top-dose activity change, negative = inhibition, actives largely listed as inhibitors; 290,000 tested, 0.037% active; AID 2662; active means well fitted inhibition curve with a large enough effect in the polarisation, with a control signal flat, not every such curve was filed as active; inconclusive means small, poorly fitted or top-dose-only effect, or effect the other way, or a change in a side signal; inactive means no such curve, though single readings can be large or run the other way; the % refers to the polarisation
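Fluorescence polarization: 7 uM MLL-CXXC (stock) preincubated 5 min with compounds, then 50 nM fluorescein-HOX-A9 DNA (stock) added; 30 min ambient. Buffer 50 mM Tris-HCl pH 7.5, 50 mM NaCl, 1 mM DTT, 0.05% BSA.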
Rab9 promoter act: activates the Rab9 promoter; 320,000 tested, 2.8% active; Huh7 Rab9 promoter-luciferase reporter, luminescence, 24 h; Potency, µM (top dose mostly 9.22 µM), inactives show at the top dose activation, negative = inhibition, usual class: activators; further: % of control where 0% means no effect; nearly all actives have a fitted effect of over 60% in size
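Using Huh7 cells stably transfected with Rab9 promoter–luciferase, compounds were incubated 24 h at 37 °C, 5% CO2; luciferase luminescence was read 10 min after reagent addition.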
uPA generation: blocks generation of uPA at the cell surface | cell surface uPA generation assay, qHTS | Potency, µM (titrated, usually from 38.3 µM), for inactives: at the highest dose activity change, negative = inhibition, most hits filed as inhibitors | 330,000 tested, 0.31% active | AID 540303; active means well fitted inhibition curve with a large enough effect; inconclusive means small, poorly fitted or top-dose-only effect; inactive means no such curve, though single readings can be large or run the other way; tested in mouse RAW 264.7 cells; further: on the % scale 0 is the no-effect control and ±100 the full control effect; nearly all actives have a fitted effect of over 55% in size
FLuc modulator: inhibits or activates purified firefly luciferase, miR-21 counter-screen; purified FLuc, Km substrates, luminescence inhibition; AID 588342; Potency, µM (doses to about 57.5 µM), for inactives: top-dose activity change, negative = inhibition, hits mostly inhibitors; 360,000 tested, 6.9% active; P08659;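 further: plate controls were vehicle for no effect and reference inhibitor for full effect; nearly all actives have a fitted effect of over 55% in size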
Target sequence (P08659 whole entry, looked up): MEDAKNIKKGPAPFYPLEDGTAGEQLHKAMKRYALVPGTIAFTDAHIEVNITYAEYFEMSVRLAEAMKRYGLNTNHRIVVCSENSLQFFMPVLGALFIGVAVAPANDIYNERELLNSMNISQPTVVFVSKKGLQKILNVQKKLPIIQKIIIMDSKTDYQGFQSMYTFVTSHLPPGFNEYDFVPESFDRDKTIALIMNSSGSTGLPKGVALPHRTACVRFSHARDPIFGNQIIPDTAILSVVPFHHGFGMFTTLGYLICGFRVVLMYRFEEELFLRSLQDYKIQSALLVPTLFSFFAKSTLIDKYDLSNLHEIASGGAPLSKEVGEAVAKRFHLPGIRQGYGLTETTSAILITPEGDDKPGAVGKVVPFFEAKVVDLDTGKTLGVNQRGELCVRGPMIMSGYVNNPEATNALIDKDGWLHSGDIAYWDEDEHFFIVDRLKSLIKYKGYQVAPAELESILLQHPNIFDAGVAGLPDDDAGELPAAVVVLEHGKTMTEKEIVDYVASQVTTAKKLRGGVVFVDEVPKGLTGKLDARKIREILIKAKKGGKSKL
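Purified P. pyralis luciferase, 10 nM final, with Km-level 10 uM D-luciferin and 10 uM ATP in 50 mM Tris acetate pH 7.5, 10 mM Mg acetate, 0.01% Tween-20, 0.05% BSA; 6-point qHTS titration about 60 µM downward; luminescence read.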
* hit, by the source's call; ? = inconclusive; . = no result given; [ ] = remark or other dose. Unless noted, the call rests on the fitted dose curve; in most records, active means well fitted curve in the direction sought with a large enough effect; inconclusive means small, poorly fitted or top-dose-only effect, or another doubt; inactive means no such curve, though single readings can be large; an effect the other way counts as inactive or inconclusive. Potency means the concentration at half of the fitted maximal effect.

nr	Compound	MBNL1 CUG block	p53 reactivation	Gal4-VP16 FLuc	ELG1 genotoxic	RORg inh	BRCA1 expr up	NPC1 prom act	MLL CXXC-DNA inh	Rab9 promoter act	uPA generation	FLuc modulator
1	CN(C(=O)CSc1nnc(Cc2cccc3ccccc23)n1N)C1CCS(=O)(=O)C1 (stereo not drawn)	2%	-2%	-6%	-2%	-24%	-9%	-3%	5%	-6%	2%	0%
2	O=C(CCc1ccccc1)NNC(=O)Nc1ccc(F)c(Cl)c1	0%	-1%	5%	-9%	14%	-8%	-2%	-1%	-3%	-5%	6%
3	CCc1cc(C(=O)N2CCN(S(=O)(=O)c3ccccc3F)CC2)sc1C	.	-9%	.	-1%	.	-2%	0%	.	-3%	-11%	.
4	CCOC(=O)C1=C(C)NC(=S)NC1C (stereo not drawn)	-5%	-1%	-3%	10%	?	5%	1%	-6%	-1%	-3%	-1%
5	COc1ccc(C/C(C)=N/NC(=O)c2ccncc2)cc1	-3%[11.5 µM]	-1%	-10%	-1%	-27%	-22%	-1%	-3%	1%	2%	0%
6	COc1ccc(-c2cc3ccc(OC(C)C(=O)O)cc3oc2=O)cc1 (stereo not drawn)	?	?	-4%	?	-8%	22%	22%	-11%	27%	?	27µM*
7	Cc1cccc(NC(=O)c2cc(NC(=O)C3CCCCC3C(=O)O)ccc2Cl)n1 (stereo not drawn)	-3%	1%	1%	0%	-18%	0%	0%	5%	2%	13%	-5%
8	O=C(O)CSCc1c(F)cccc1Cl	1%	-8%	-15%	-3%	9%	-7%	-2%	-13%	-2%	0%	-1%
9	CCCC(=O)Nc1cccc(-c2nc3ccccc3o2)c1	-2%	-4%	-1%	-1%	13%	-44%	5%	1%	10%	7%	?
10	O=c1[nH]c2c(n(C3CCCCC3)c1=O)CCC2	-3%	3%	-3%	-3%	13%	10%	-2%	-1%	-1%	-7%	-2%
11	Cc1cc(=O)nc2c3ccccc3n(CC(=O)NC3CCCCC3)n12	0%	13%	-11%	0%[9.26 µM]	-17%	-9%	-7%	-5%	-1%	8%	-1%
12	O=C(CC1S/C(=N\S(=O)(=O)c2ccc(F)cc2)N(c2ccccc2)C1=O)Nc1ccccc1 (stereo not drawn)	-9%	4%	1%	1%	26%	-17%	-1%	1%	1%	2%	-2%
13	O=C(NCc1ccccc1)c1csc(-c2cccnc2)n1	-12%	-4%	4%	-16%	18%	32%	12%	-1%	1%	-10%	-2%
14	COc1cccc(N(C(=O)c2ccco2)C(C(=O)NC2CCCC2)c2ccc(N(C)C)cc2)c1 (stereo not drawn)	-7%	1%	-3%[0.365 µM]	3%	-11%	-19%	-2%	16%	-2%	9%	3%
15	Cc1ccc(S(=O)(=O)N2CCN(C(=O)CSc3nnc(C)s3)C2)cc1	6%	-3%	2%	1%	15%	0%	0%	-4%	-5%	0%	1%
16	CC1(C)CC(=O)c2c(-c3cccnc3)n[nH]c2C1	-5%	.	2%	.	7%	18%	.	-1%	.	1%	-4%
17	CN(C[C@H](Cc1ccccc1)N(C[C@@H](CC1CCCCC1)N(CCc1ccccc1)N=O)N=O)N=O	-9%	2%	-5%	14%	-25%	0%	2%	?	0%	5%	1%
18	O=C(O)c1cccc(Nc2nc(-c3ccc([N+](=O)[O-])cc3)nc3ccccc23)c1	11%	5%	2%	0%	-14%	-8%	2%	-10%	-14%	4%	?
19	OCC[C@H]1C[C@H](O)[C@@H](O)[C@@]2(OCc3ccccc32)O1	.	-10%	.	2%	.	-13%	1%	.	2%	-2%	-2%
20	Cc1ccc(CCNC(=O)C(C)n2nc(C)c3c(C)n(-c4ccccc4)nc3c2=O)cc1 (stereo not drawn)	1%	-2%	-9%	-4%	?	-12%	-2%	-6%	-1%	5%	-1%
21	CC(C)CN(CC(C)C)S(=O)(=O)N1CCC(C(=O)NCc2cccnc2)CC1	-5%	4%	-20%	-4%	-1%	-9%	-4%	8%	-3%	11%	1%
22	O=C(c1cc(-c2ccccc2)on1)N1CCN(C(=O)c2ccco2)CC1	-2%	19%	19%	?	35%	44%	0%	-2%	0%	-4%	?
23	O=C(NC(=S)Nc1ccccc1N1CCCC1)c1ccccc1[N+](=O)[O-]	-14%	-8%	4µM*	-1%	2.8µM*	-13%	-3%	10%	0%	3%	-2%
24	N#Cc1cc2c(nc1SCC(N)=O)CCCCC2	15%	?	17%	?	12%	?	4µM*	-12%	3.2µM*	-8%	-14%
25	Cc1cc(C)cc(CN2C(=O)NC3(CCCCCC3)C2=O)c1	-1%	13%	-9%	0%	-17%	-8%	-2%	?	6%	1%	?

A section taken from the entries so far:
nr	Compound	MBNL1 CUG block	p53 reactivation	Gal4-VP16 FLuc	ELG1 genotoxic	RORg inh	BRCA1 expr up	NPC1 prom act	MLL CXXC-DNA inh	Rab9 promoter act	uPA generation	FLuc modulator
4	CCOC(=O)C1=C(C)NC(=S)NC1C (stereo not drawn)	-5%	-1%	-3%	10%	?	5%	1%	-6%	-1%	-3%	-1%
5	COc1ccc(C/C(C)=N/NC(=O)c2ccncc2)cc1	-3%[11.5 µM]	-1%	-10%	-1%	-27%	-22%	-1%	-3%	1%	2%	0%
6	COc1ccc(-c2cc3ccc(OC(C)C(=O)O)cc3oc2=O)cc1 (stereo not drawn)	?	?	-4%	?	-8%	22%	22%	-11%	27%	?	27µM*
7	Cc1cccc(NC(=O)c2cc(NC(=O)C3CCCCC3C(=O)O)ccc2Cl)n1 (stereo not drawn)	-3%	1%	1%	0%	-18%	0%	0%	5%	2%	13%	-5%
8	O=C(O)CSCc1c(F)cccc1Cl	1%	-8%	-15%	-3%	9%	-7%	-2%	-13%	-2%	0%	-1%

(next part)
nr	Compound	MBNL1 CUG block	p53 reactivation	Gal4-VP16 FLuc	ELG1 genotoxic	RORg inh	BRCA1 expr up	NPC1 prom act	MLL CXXC-DNA inh	Rab9 promoter act	uPA generation	FLuc modulator
26	Cc1ccc(C(=O)Nc2ccc(C)c(S(=O)(=O)N3CCOCC3)c2)c(C)c1	5%	-13%	10%	-7%	0%	15%	0%	2%	1%	1%	?
27	Cc1cc(N2CCN(c3ncccn3)CC2)nc2c(C)cccc12	7%	5%	4%	-7%	13%	-54%	2%	-1%	2%	3%	6%
28	Cc1ccc(C(=O)N/C(=C\c2cn(C)c3ccccc23)C(=O)N2CCOCC2)cc1	4%	-2%	-2%	0%	2%	-7%	0%	-1%	-3%	1%	-2%
29	Cc1ccc(Cn2nc(C)c(C(=O)NCC(c3ccc(F)cc3)N3CCOCC3)c2Cl)cc1 (stereo not drawn)	.	1%	.	-6%	.	-10%	0%	.	-4%	3%	5%
30	COC(=O)c1ccc2c(=O)n(NC(=O)C(c3ccccc3)c3ccccc3)c(=S)[nH]c2c1	-3%	-6%	16%	-9%	-25%	-11%	1%	10%	-3%	.	-16%
31	Cc1cc(C)cc(OCC(=O)NNC(=O)C2CCCO2)c1 (stereo not drawn)	.	-5%	9%	1%	-18%	-12%	-19%	16%	-2%	-2%	-3%
32	COc1ccccc1CNS(=O)(=O)c1ccc(C)cc1	-2%	-3%	-1%	0%	-17%	0%	-2%	-8%	3%	-1%	2%
33	O=C(COC(=O)Cn1cnc2ccccc2c1=O)NCc1ccccc1	.	-1%	.	-6%	.	-1%	-1%	.	0%	2%	-2%
34	COc1ccc(CCNC(=O)c2ccccc2Cl)cc1OC	-8%	-2%	-10%	-2%	-3%	10%	-3%	-5%	-4%	?	-3%
35	CCCCn1c(N)c(N(Cc2ccccc2OC)C(=O)c2ccc([N+](=O)[O-])s2)c(=O)[nH]c1=O	.	10%	.	-16%	.	-48%	0%	.	9%	3%	1%
36	CNC[C@H](NC[C@@H](NCCCc1ccccc1)c1ccccc1)[C@H](C)O	-1%	.	4%	1%	-19%	-32%	-3%	9%	9%	-15%	2%
37	Cc1nonc1C(=O)N/N=C/c1ccc(O)cc1O	2%	2%	-3%	1%	-31%	-62%[inhibitor]	-6%	0%	-2%	-11%	0%
38	CCOC(=O)C1(Cc2ccc(OC)cc2)CCN(C(=O)CCc2cnccn2)CC1	-3%	4%	10%	0%	1%	-4%	2%	-4%	2%	3%	?
39	O=C1CC(NS(=O)(=O)c2ccc([N+](=O)[O-])cc2)CN1c1ccc2c(c1)OCCO2 (stereo not drawn)	.	3%	.	-4%	.	-18%	-2%	.	3%	4%	-1%
40	CCOC(=O)CNC(=O)CSc1ncnc2c1cnn2Cc1ccccc1	-2%	-28%	-3%[0.365 µM]	-21%	-30%	5%	3%	1%	2%	5%	-2%

The list is partial, so the mix of outcomes need not match the whole.
